Screening results from PubChem.
HIF activator: HIF pathway transcriptional activation; U2OS HRE-luciferase reporter, luminescence; normalized: DMSO 0%, desferrioxamine 100%; activation, % at 7.5 µM (by protocol); AID 1910; hit rate 0.32% among 300,000;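 active = mean activation of at least 10% of the iron chelator positive control signal, with at least half of replicates also reaching 10%; inconclusive = mean and replicate majority disagree about reaching 10%; inactive = mean and most replicates under 10%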
HSF1 inhib: HSF1 inhibition; NIH3T3-HGL HSE-luciferase, MG132-induced, luminescence 8 h; hits give low values; activity change, negative = inhibition, % at 7.5 µM (by protocol); hit rate 0.77% among 300,000; AID 2098;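 active = more than half of replicate wells show activity change below -50%, luminescence cut by over half; inconclusive = some wells, but at most half, below -50%; inactive = no replicate well below -50%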;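 note: luciferase reports HSF-1 transcriptional activity via heat shock element; 0% = median of DMSO wells and -100% = zero luminescence signal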
aSyn UTR inh: 5' untranslated region of α-synuclein, MLPCN primary screen; alpha-synuclein 5'UTR reporter, inhibitor activity; AID 1813; inhibition, % (tested at 7.5 µM); hit rate 0.82% among 300,000; in the data active = inhibition above about 60%; inconclusive = no clear call, values can overlap the other calls;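 note: H4 neuroglioblastoma cells stably carrying SNCA 5'UTR luciferase fusion; 0% = DMSO wells and 100% = positive control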
AI-2 QS modul: modulators of Vibrio harveyi AI-2 quorum sensing system | Vibrio harveyi JMH597 AI-2 luminescence/OD600 ratio, 9 h; hits give low values; strain lacks LuxN and CqsS sensors; 0 = neutral-control median | activity change, % at 7.5 µM | hit rate 0.4% among 300,000; in the data active = activity change below about -75%, passing the limit was not always enough; inconclusive = no clear call, values can overlap the other calls;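 note: luminescence divided by OD600 gain over 9 h not by final OD600 alone; inactives centre near 13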
HSF1 activator: increases HSF-1 driven luciferase reporter signal | activation, % at 9 µM | NIH3T3-HGL HSF-1 luciferase reporter, MG132, 8 h; 100% = twice DMSO control signal | hit rate 1.7% among 300,000;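 active = mean replicate activation of at least 50% with a set share of replicates each reaching 50%; inconclusive = only one of those two conditions met; inactive = mean below 50% and too few replicates reaching it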;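 note: 0% = median of the neutral control wells and 100% = twice that signal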
Platelet DG rel: modulates dense granule release in human platelets | human platelet-rich plasma, SFLLRN dense granule ATP release, luminescence | inhibition, %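 (compounds screened at 7.5 µM in platelet-rich plasma)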 | hit rate 0.22% among 300,000 | AID 1663;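 active = mean replicate score, as percent of positive control, at or above 50; inconclusive = mean below 50 but at least one replicate at or above 50; inactive = mean and every replicate below 50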
IEC-6 tox: IEC-6 cytotoxicity, counter-screen for KLF5 inhibitors. luminescence viability. inhibition, % at 5 µM. hit rate 0.78% among 290,000; in the data active = inhibition above about 22%;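 note: 0% = plate median of test compound wells and 100% = cytotoxic reference compound wells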
HSP90 refold inh: inhibitors of HSP90 luciferase refolding in rabbit reticulocyte lysate | luciferase refolding luminescence, 3 h | inhibition, % at 5.6 µM | hit rate 0.91% among 290,000;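 active = inhibition above the screen-wide mean plus 3 SD, computed separately per campaign, cut at about 16% in these data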;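 note: 0% = DMSO wells and 100% = 60 µM geldanamycin wells; inhibitors lower the luminescence because luciferase stays unfolded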
HDAC3 inh: human HDAC3 inhibition | inhibition, % at 8.3 µM | recombinant HDAC3, fluorogenic peptide/trypsin coupled, fluorescence | O15379 | hit rate 0.15% among 320,000; in the data active = inhibition above about 26%, passing the limit was not always enough; inconclusive = no clear call, values can overlap the other calls
Target sequence (O15379 whole entry, looked up): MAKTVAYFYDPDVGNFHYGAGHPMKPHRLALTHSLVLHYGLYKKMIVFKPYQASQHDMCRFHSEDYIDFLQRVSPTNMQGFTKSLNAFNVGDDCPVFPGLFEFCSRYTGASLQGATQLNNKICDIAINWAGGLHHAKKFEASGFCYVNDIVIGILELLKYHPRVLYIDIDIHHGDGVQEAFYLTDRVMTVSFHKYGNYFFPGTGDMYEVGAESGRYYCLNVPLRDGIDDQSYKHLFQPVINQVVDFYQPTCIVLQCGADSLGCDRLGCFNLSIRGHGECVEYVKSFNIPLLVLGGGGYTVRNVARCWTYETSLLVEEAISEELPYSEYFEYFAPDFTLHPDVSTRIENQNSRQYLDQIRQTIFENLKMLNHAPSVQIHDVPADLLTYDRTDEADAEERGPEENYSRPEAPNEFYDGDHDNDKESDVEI
KLF5 inhibitor: kruppel-like factor 5 inhibition | DLD-1 KLF5 promoter-luciferase reporter, luminescence | inhibition, % at 5 µM | hit rate 0.23% among 290,000 | AID 1700;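 active = inhibition above a per-plate limit of that plate's mean compound inhibition plus 3 SD, cut at about 60% in these data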;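 note: 0% = DMSO wells and 100% = LY294002 at 200 µM; higher means less KLF5 promoter-driven luciferase light; inactives centre near -14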
Active calls of the source: *; ? = inconclusive; / = no result given.

structure | HIF activator | HSF1 inhib | aSyn UTR inh | AI-2 QS modul | HSF1 activator | Platelet DG rel | IEC-6 tox | HSP90 refold inh | HDAC3 inh | KLF5 inhibitor
COC(=O)C1(C)CCc2cc(OC)ccc2C1=O (stereo not drawn) | 0.6 | -6 | -24 | -4 | 4 | -12 | 4 | -1 | 2 | -32
CS(=O)(=O)N(CC(=O)NCc1ccco1)c1cccc([N+](=O)[O-])c1 | -0.5 | -1 | 3 | 9 | -4 | -5 | -6 | -1 | -2 | -5
O=[N+]([O-])c1ccc2nc(SCc3cn4ccccc4n3)[nH]c2c1 | 1.7 | 10 | -15 | -6 | 12 | 5 | 8 | 0 | 9 | -2
Cc1ccc(C)c(SCC(=O)OCC(=O)Nc2ccc(S(=O)(=O)N3CCOCC3)cc2)c1 | 0.0 | 2 | 8 | 3 | 8 | -4 | 3 | 0 | -8 | -16
O=S(=O)(N/N=C/c1cccnc1)c1ccc(Cl)c(Cl)c1 | 0.6 | 3 | -18 | 31 | -4 | 20 | 1 | -1 | 4 | -3
CCN(CC)CCC(=O)Nc1cccc2c1C(=O)c1ccccc1C2=O | 26* | 12 | -5 | 8 | 11 | -4 | 26* | 8 | -7 | 23
COc1ccc(CCNC(=O)CSc2nnc(Cn3c(=O)sc4ccccc43)n2C)cc1OC | / | / | / | / | / | / | 0 | 0 | -5 | 4
CCOC(=O)C1(CCOc2ccccc2)CCN(Cc2cnc(C)s2)CC1 | 0.5 | -4 | -29 | 2 | 1 | -4 | -9 | -3 | / | -13
O=C(COc1ccc2ccccc2c1)NNC(=O)Nc1ccccc1F | -0.6 | 4 | 7 | 13 | 16 | -7 | -11 | 2 | / | -30
CCOc1ncccc1C(=O)NCc1ccc(OC)c(OC)c1 | -0.4 | -6 | 27 | -1 | -8 | 9 | 0 | -1 | 1 | -22

Some of the entries so far, as labelled records:
CCN(CC)CCC(=O)Nc1cccc2c1C(=O)c1ccccc1C2=O
  HIF activator: 26*; HSF1 inhib: 12; aSyn UTR inh: -5; AI-2 QS modul: 8; HSF1 activator: 11; Platelet DG rel: -4; IEC-6 tox: 26*; HSP90 refold inh: 8; HDAC3 inh: -7; KLF5 inhibitor: 23
COc1ccc(CCNC(=O)CSc2nnc(Cn3c(=O)sc4ccccc43)n2C)cc1OC
  HIF activator: /; HSF1 inhib: /; aSyn UTR inh: /; AI-2 QS modul: /; HSF1 activator: /; Platelet DG rel: /; IEC-6 tox: 0; HSP90 refold inh: 0; HDAC3 inh: -5; KLF5 inhibitor: 4

Continuation:
structure | HIF activator | HSF1 inhib | aSyn UTR inh | AI-2 QS modul | HSF1 activator | Platelet DG rel | IEC-6 tox | HSP90 refold inh | HDAC3 inh | KLF5 inhibitor
CCCn1c(O)c(N=NC(=O)c2ccco2)c2ccccc21 | -0.4 | -55* | 21 | 29 | -65 | 1 | -7 | 4 | -6 | 6
Cc1ccc(C(=O)O)cc1NC(=S)NC(=O)c1ccc([N+](=O)[O-])cc1Cl | -0.2 | 2 | -7 | 22 | -8 | -22 | -1 | -5 | -4 | -7
Cc1cccc(/C=N/NC(=O)c2ccncc2)n1 | -0.1 | 4 | 8 | -2 | 4 | -16 | 0 | 7 | 2 | -13
CCn1c(=O)n(CC(=O)N2CCN(c3ccccc3F)CC2)c(=O)c2ccccc21 | 0.1 | 0 | 7 | -8 | 14 | -12 | -10 | 12 | -1 | -1
CCOCC(=O)N1CCN(c2ccccc2OC)CC1 | 0.6 | 3 | -4 | 19 | -8 | 1 | -3 | 0 | 4 | -25
Cc1cc(C)cc(NC(=S)Nc2ccc3cn[nH]c3c2)c1 | -51 | -21 | -36 | 13 | -17 | -10 | -1 | 0 | / | -26
Cc1cc(C)n2nc(SCC(=O)N3CCc4ccccc43)nc2n1 | 2.4 | 15 | 4 | 19 | 17 | 10 | 0 | 0 | -9 | -27
O=C(CN1C(=O)C(=O)N(Cc2ccco2)C1=O)NC1CCCCC1 | -0.5 | -2 | 0 | 21 | -17 | -2 | 4 | 1 | 7 | -17
Cc1cc(C)n(-c2ccc([N+](=O)[O-])cc2)n1 | 0.1 | -2 | -1 | 25 | -5 | -5 | 10 | -6 | 4 | -42
COC(=O)C1=NN(c2cccc3ccccc23)C2C(=O)N(c3ccccc3OC)C(=O)C12 (stereo not drawn) | 0.2 | -4 | 31 | 28 | 7 | 4 | -1 | 8 | 3 | 8

Compound profiles, from the list above.
Entry for CCN(CC)CCC(=O)Nc1cccc2c1C(=O)c1ccccc1C2=O → HIF activator = 26*; HSF1 inhib = 12; aSyn UTR inh = -5; AI-2 QS modul = 8; HSF1 activator = 11; Platelet DG rel = -4; IEC-6 tox = 26*; HSP90 refold inh = 8; HDAC3 inh = -7; KLF5 inhibitor = 23
Entry for O=[N+]([O-])c1ccc2nc(SCc3cn4ccccc4n3)[nH]c2c1 → HIF activator = 1.7; HSF1 inhib = 10; aSyn UTR inh = -15; AI-2 QS modul = -6; HSF1 activator = 12; Platelet DG rel = 5; IEC-6 tox = 8; HSP90 refold inh = 0; HDAC3 inh = 9; KLF5 inhibitor = -2

Following part:
Values run as follows: HIF activator, HSF1 inhib, aSyn UTR inh, AI-2 QS modul, HSF1 activator, Platelet DG rel, IEC-6 tox, HSP90 refold inh, HDAC3 inh, KLF5 inhibitor
COCc1[nH]nc2c1C1(C(=O)Nc3ccc(F)cc31)C(C#N)=C(N)O2 (stereo not drawn)
 : -0.1, -3, 8, 9, 9, 6, 1, -2, -3, -18
C#CCn1c(O)c(N=NC(=O)C(O)c2ccccc2)c2ccccc21 (stereo not drawn)
 : -0.4, 7, 1, 23, 28, 19, -4, 4, /, -13
C(=C\c1nc2ccccc2[nH]1)/c1ccccc1
 : -4.0, 18, 47, 22, 34, ?, 17, 31*, -38, -40
CC(C)CCc1noc(CN2CCN(CC(=O)NC(C)C)CC2)n1
 : 0.0, -3, 1, 6, -3, -5, 2, 0, -2, -8
Cc1ccc(/C=C/C(=O)NCCCc2ccccc2)cc1
 : 0.3, 11, -11, -3, 28, -3, -1, -1, 3, -10
CCC(=O)Nc1nnc(SCC(=O)N2c3ccccc3CC2C)s1 (stereo not drawn)
 : -0.9, 11, -4, 12, -5, 0, -2, -1, 3, -10
Cc1cc2nn(-c3ccccc3)nc2cc1NC(=O)c1cccs1
 : 2.4, 24, -196, 32, 17, 0, -1, -5, 1, -49
CCN(CC(=O)Nc1ccccc1C(F)(F)F)C(=O)c1cc(-c2ccccc2)nn1-c1ccccc1
 : -0.7, 16, -13, -11, 9, 5, /, /, 10, /
CCN1CCN(C(=O)CN(C)S(=O)(=O)c2ccc(OC)c(C)c2)CC1
 : -0.2, -7, 10, 30, -4, -12, -4, 2, 0, -27
CC(C)C(=O)NC(c1ccco1)c1c(O)ccc2ccccc12 (stereo not drawn)
 : -0.2, 14, -5, 29, 16, -2, -1, -5, -7, -3

Other results.
Values run as follows: HIF activator, HSF1 inhib, aSyn UTR inh, AI-2 QS modul, HSF1 activator, Platelet DG rel, IEC-6 tox, HSP90 refold inh, HDAC3 inh, KLF5 inhibitor
O=S(=O)(c1ccc(Br)c2ccccc12)N1CCOCC1
 : 0.4, -7, 15, 5, -14, 0, 4, -1, -3, 2
CCOC(=O)N1CCN(C(=O)CCCn2c(=S)[nH]c3ccccc3c2=O)CC1
 : -0.1, -1, 17, 22, -7, 12, -8, -1, 3, 10
C=CCN(c1ccccc1)S(=O)(=O)c1cccc(C(=O)NCc2ccncc2)c1
 : 0.1, -1, -12, 8, -5, -4, /, /, -7, /
CCC(=O)NC(c1ccc(C)cc1)c1cc([N+](=O)[O-])c2cccnc2c1O (stereo not drawn)
 : 2.7, -14, 64*, -27, -30, -2, 1, 4, 5, -1
Cc1cc(C)cc(NC(=S)N(CCN(C)C)C(C)c2cccnc2)c1 (stereo not drawn)
 : -0.3, 2, -4, 14, 8, -2, -2, -1, 3, -13
CN(C)c1ccc(CNc2nc3ccccc3s2)cc1
 : -2.5, -11, 80*, -9, -14, 15, -7, 48*, 3, 64*
OC1CCN(Cc2ccc(OCc3ccccc3)cc2)CC1
 : 2.4, -13, -70, 5, -18, -1, 3, 1, -2, -128
CC(=O)Nc1sc(C)c(C)c1C(=O)OCC(=O)N(C)C1CCS(=O)(=O)C1 (stereo not drawn)
 : 0.0, -9, 0, 16, -17, 5, 2, -1, -8, -11
CCCn1nnnc1NC(=O)COc1ccc(Cl)cc1C
 : 0.1, 2, -13, 4, 5, 0, 5, 3, 1, -10
CC(=O)c1sc(-c2ccccc2)nc1C
 : 1.5, 13, -35, 22, 7, -4, 6, -1, 6, -20

(cont.)
Values run as follows: HIF activator, HSF1 inhib, aSyn UTR inh, AI-2 QS modul, HSF1 activator, Platelet DG rel, IEC-6 tox, HSP90 refold inh, HDAC3 inh, KLF5 inhibitor
C/C(=N\NC(=O)c1c(Br)c(C)nn1C)c1ccc(NC(=O)C(C)Oc2ccc(Cl)cc2C)cc1 (stereo not drawn)
 : -0.1, 10, 14, 14, 17, 1, -1, 0, -2, -18
Cn1c(Oc2ccccc2NCc2cc(Br)ccc2O)cc(=O)n(C)c1=O
 : -0.1, 7, -3, 7, -7, -58, -1, 0, 3, -21
COc1ccc(-n2c(C)cc(=O)c3c2CC(C)(C)CC3=O)cc1
 : -2.2, 3, 11, 16, -7, 6, -1, -2, -7, 10
Cc1cc(C)n(CCNC(=O)c2cc(COc3ccc(F)cc3Cl)on2)n1
 : 0.6, -19, -9, 10, -28, 1, 2, 1, -3, -16
CC(C)c1ccc([N+](=O)[O-])cc1S(=O)(=O)N1CCN(C)CC1
 : -1.1, -6, 19, 14, 4, 1, 5, 2, 1, -52
O=C1C(Cl)=C(N2CCN(c3ccccc3[N+](=O)[O-])CC2)C(=O)c2ccccc21
 : /, 87, -5, 11, 124*, 1, 5, -1, -1, -4
Cc1sc2ncn(CC(=O)N3CCOCC3)c(=O)c2c1-c1ccccc1
 : -0.7, -3, -9, -1, 7, 11, -1, 1, 2, -40
COc1cccc(/C=N/n2c(-c3cc(C)[nH]n3)n[nH]c2=S)c1O
 : 0.1, -8, 6, 28, -4, -8, -2, -2, 0, -42
CSCCC(NS(=O)(=O)c1ccccc1F)C(=O)NCCCn1nc(C)cc1C (stereo not drawn)
 : 0.1, 4, -2, 11, 4, 23, /, /, /, /
CCN(CC)c1ccc2cc(S(=O)(=O)c3ccc(C)cc3)c(=O)oc2c1
 : -0.2, -6, -21, 17, -13, -3, -7, 0, -16, -11
Cc1cccc(-c2noc(CCCC(=O)Nc3cccnc3)n2)c1
 : -0.8, -12, 29, 8, -19, 1, 1, 0, -10, 0
